mcGAS lum – cyclic GMP-AMP synthase inhibitors, mouse, primary biochemical chemiluminescence. Q8C6L5. recombinant cGAS, Kinase-Glo ATP depletion luminescence. inhibition, % at 12.5 µM. 160,000 tested, 0.15% active. AID 1259399, 2018;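 further: 0% = negative control wells and 100% = reference inhibitor with no enzyme activity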
NPYLR7 ag – agonists of mosquito NPYLR7 receptor, primary screen, cell-based, Aedes aegypti, calcium fluorescence, mosquito biting behavior; HEK293T NPYLR7/Galpha15, GCaMP6s calcium fluorescence; 270,000 tested, 0.15% active; activation, % at 10 µM; AID 1259423, 2018; Aedes aegypti neuropeptide Y-like receptor 7 (NPYLR7); in the data active means activation above about 40%;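 further: 0% = vehicle and 100% = reference agonist at the receptor; some compounds past the cut are filed as inactive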
hcGAS lum – Primary biochemical luminescence assay for human cyclic GMP-AMP synthase inhibitors; recombinant h-cGAS, ATP depletion, Kinase-Glo luminescence; Q8N884; 290,000 tested, 0.081% active; inhibition, % at 12.5 µM;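 further: 0% = vehicle reaction and 100% = reaction without DNA for no activity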
Target sequence (Q8N884 whole entry, looked up): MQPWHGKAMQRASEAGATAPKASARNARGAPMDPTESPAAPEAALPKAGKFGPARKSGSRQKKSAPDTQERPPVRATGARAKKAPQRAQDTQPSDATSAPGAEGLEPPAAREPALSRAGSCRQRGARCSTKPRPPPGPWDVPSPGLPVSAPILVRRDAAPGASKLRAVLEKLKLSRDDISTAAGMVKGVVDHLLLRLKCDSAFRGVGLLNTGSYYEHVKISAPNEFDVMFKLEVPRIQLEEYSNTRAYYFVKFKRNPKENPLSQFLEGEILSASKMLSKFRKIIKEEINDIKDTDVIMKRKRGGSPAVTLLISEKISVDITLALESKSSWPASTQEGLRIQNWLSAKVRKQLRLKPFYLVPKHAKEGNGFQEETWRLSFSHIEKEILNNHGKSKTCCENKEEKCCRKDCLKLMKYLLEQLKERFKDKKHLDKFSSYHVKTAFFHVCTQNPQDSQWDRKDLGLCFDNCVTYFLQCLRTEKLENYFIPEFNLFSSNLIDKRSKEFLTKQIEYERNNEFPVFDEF
Active calls of the source: *; . = no result given; & = joins results of further samples. Unless noted, no stated cut-off is given here; in the data, active means inhibition above about 40%; inactive means the rest.

Values run as follows: mcGAS lum | NPYLR7 ag | hcGAS lum
- O=C(Nc1ccc2[nH]cc(CCN3CCOCC3)c2c1)c1cccc2c1-c1ccccc1C2=O
  -6 | 8 | -9
- Nc1ccc2nn(-c3ccc(Cl)cc3)nc2c1
  1 | -7 | 3
- CN(C)c1ncccc1CNC(=O)c1cccc2c1NCCC2
  . | 3 | -4
- CCN(Cc1ccc(OC)c(F)c1)C(=O)c1sc2nc(CSC)[nH]c(=O)c2c1C
  . | -2 | 1
- COc1cccc(C(=O)N2CCC(c3nc(C)ccc3C(=O)N3CCC4CCCCC4C3)CC2)c1 (configuration not stated)
  . | 3 | -17
- C=CCN(Cc1ccccc1C)C(=O)COc1ccc2c(c1)OCO2
  -13 | 2 | -4
- O=C(Nc1cn[nH]c1)N1CCN(S(=O)(=O)c2ccc(F)cc2)CC1
  -8 | 1 | -5
- Cc1nc(C)c(-c2ccc(SCC(=O)N3CCN(c4ccccc4)CC3)nn2)s1
  -5 | -5 | 0
- COc1c2c(nc3ccccc13)OC(C(C)(O)CO)C2 (configuration not stated)
  -3 | 11&4 | -11&-5
- Cc1cc(C)n(-c2nc3c(c(C(F)(F)F)n2)CC(C)CC3)n1 (configuration not stated)
  . | 0 | -7
- CC(c1ccccn1)N(C)C(=O)Cn1c(=O)oc2ccccc21 (configuration not stated)
  -12 | -5 | -5
- CCOC(=O)C(CC)n1nc(C)n2c(cc3occc32)c1=O (configuration not stated)
  -3 | -7 | -4
- C[C@@]12C(=O)N(CC3CC3)c3ccccc3[C@@H]1[C@@H](C(N)=O)CN2C(=O)/C=C/c1ccccc1
  2 | -1 | 9
- Cn1cc(C(=O)N2CCN(CCc3ccccc3)CC2)c2nn(-c3ccccc3)c(=O)c-2c1
  -9 | -4 | -10
- COc1ccc(OC)c(N2CCN(S(=O)(=O)c3ccc(C)cc3)C(C)C2=O)c1 (configuration not stated)
  . | 1 | -4
- CCOC(=O)C1(Cc2ccccc2)CCCN(Cc2ccc(NC(C)=O)cc2)C1 (configuration not stated)
  . | -2 | -6
- COc1cc2c(cc1CN(C)C(C)c1ccncc1)OCO2 (configuration not stated)
  -11 | 4 | -6
- O=c1c2nnc3c(-c4ccc(Cl)cc4)cnn3c2ccn1CCCO
  . | 20 | -10
- Cc1n[nH]c(C)c1N=Nc1ccc(Br)cc1
  -3 | 5 | -6
- O=C(CNC(=O)c1ccccc1Cl)N=Nc1c(O)n(Cc2ccc3c(c2)OCO3)c2ccccc12
  -5 | -3 | -3
- Cc1ccc(S(=O)(=O)/C(C#N)=C/N2CCN(c3ccccc3)CC2)cc1C
  . | -2 | 3
- Cc1ccc(C(C2Sc3ncnn3C2=O)N2CCN(C)CC2)cc1 (configuration not stated)
  -7 | 4 | 0
- CCn1cnnc1CCNC(=O)c1cccc2ccnn12
  . | 23 | -4
- CN(CC(=O)N1CCCc2cc(F)cc(F)c21)C1=NS(=O)(=O)c2ccccc21
  1 | -17 | 3
- CC(NCc1cnc(C2CCC2)s1)c1ccc(-n2cccn2)cc1 (configuration not stated)
  . | 2 | -7
- C=CCOc1c(Br)cc(C2c3cc4c(cc3OC(=N)C2C#N)OCO4)cc1OC (configuration not stated)
  . | 3 | -2
- Oc1ccc(C(O)CSc2nnc(NCc3ccco3)s2)cc1 (configuration not stated)
  . | -1 | -10
- CC(C)n1cnnc1CN(C)Cc1ccoc1
  -17 | . | -3
- Cc1cccnc1C(NC(=O)C1CCN(Cc2cccs2)CC1)c1ccc(Cl)cc1 (configuration not stated)
  3 | -17 | 4
- CCOC(=O)N1CCN(C(=O)c2csc(CSc3nnc(Cc4ccccc4)n3-c3cccc(Cl)c3)n2)CC1
  -6 | 34 | -6
- COc1ccc(CN(C)c2ccc(-c3nccn3C)nn2)cc1OC
  -18 | 19 | -7
- O=C(NC1CS(=O)(=O)c2ccccc21)c1cnn(-c2ccccc2Cl)c1 (configuration not stated)
  . | 3 | -7
- O=C(O)CN(CC(=O)O)C(=O)/C=C/c1ccccc1
  . | 5 | -13
- COc1cc(C2CC(C(F)(F)F)n3ncc(C(=O)N4CCCCC4)c3N2)cc(OC)c1OC (configuration not stated)
  -6 | 4 | -6
- CCN1CCN(C(=O)CCCSc2ccc(NC(=O)c3ccc(F)cc3)nn2)CC1
  -8 | -6 | -8
- CC(C)n1cnnc1CN(C)c1cc(N2CCOCC2)nc(N)n1
  . | 3 | -8
- O=C(NCc1nnnn1-c1ccc(F)c(F)c1)c1ccc(F)cc1
  -9 | 4 | -7
- O=C1COc2ccc(NC(=O)c3c4c(nn3C3CCS(=O)(=O)C3)CCC4)cc2N1 (configuration not stated)
  . | 13 | -5
- CCCSCC(=O)N(C)C(c1cccc(F)c1)c1cnn(C)c1 (configuration not stated)
  -13 | -3 | -7
- Cc1ccc(OCC2c3ccsc3CCN2C(=O)CN(C(=O)c2cccc(Cl)c2)C2CC2)c(C)c1 (configuration not stated)
  -5 | -3 | -4
- O=C1NCC(CN(c2ccccc2)c2ccccc2)O1 (configuration not stated)
  -5 | 5 | 0
- Cc1ccc(-c2csc(-n3nc(C)cc3NC(=O)c3ccc(S(=O)(=O)N(C)C)cc3)n2)cc1
  -9 | -10 | -8
- C[C@H](NC(=O)[C@@H](O)c1cc(F)cc(F)c1)C(=O)N[C@@H]1C(=O)N(C)c2ccccc2-c2ccccc21
  -9 | -5 | -10
- Cc1nc2ccc(CC(=O)N3CCC4(CC3)CNC(=O)C4)cc2[nH]1
  . | 20 | -11
- CC(C)c1c(C(=O)NCC2CC2)cnn1-c1ccccc1
  . | -15 | -7
- CCCCCCCSc1nc2nc(C)cc(C)n2n1
  . | 0 | 0
- O=C(Cc1csc(SCc2ccc(F)cc2)n1)NCc1c(F)cccc1F
  -4 | . | -4
- O=C1/C(=C/c2ccc(-c3ccc(Br)cc3)o2)C=C(c2ccccc2)N1c1ccc(O)cc1
  -7 | 1 | -9
- O=S1(=O)N=C(Nc2ccc(O)cc2)c2ccccc21
  -9 | 4 | 5
- Cc1cn2c3c(=O)n(Cc4ccccc4Cl)c(=O)n(C)c3nc2n1CCN1CCOCC1
  . | -2 | 4
- Cc1ccc(C)n1C(C)C(=O)N1CCOc2ccccc21 (configuration not stated)
  0 | 3 | 0
- N#CC1C(c2ccsc2)C(C(N)=O)C(=O)NC1(O)c1ccccc1 (configuration not stated)
  -7 | 23 | -4
- CCCCc1nc(N2CCCN(C(=O)COc3ccccc3)CC2)c2c(C)nn(-c3ccccc3)c2n1
  1 | -6 | 4
- CNc1ccccc1C(=O)NCC1CCN(Cc2cnc(C)nc2)C1 (configuration not stated)
  -13 | 9 | -4
- Cc1ccc(CNC(=O)CCc2nnc(-c3ccc4c(c3)OCO4)o2)c(F)c1F
  . | 6 | -3
- O=C(c1cccc(F)c1)N1CCCC(OCc2ccccc2F)C1 (configuration not stated)
  -4 | -10 | -1
- CCc1ccc(C(=O)N2CCN(C(=O)CCCn3ccnc3C)CC2)cc1
  . | 17 | -5
- Cc1nc2ccc(NC(=O)C(=O)NC3CCCC(C(F)(F)F)C3)cc2o1 (configuration not stated)
  -1 | -2 | 4
- CCOc1ccc(/C=N\NC(=O)CSc2nnc(-c3ccc(OC)c(OC)c3)n2-c2ccccc2)cc1
  . | -7 | -2
- COc1ccc(C(=O)Nc2cc(C)nn2-c2nc3ccccc3s2)cc1
  -12 | -5 | -8

Next entries follow:
Values run as follows: mcGAS lum | NPYLR7 ag | hcGAS lum
- CCN1CCC(NC(=O)c2ccc(NC(=O)c3cccs3)cc2)CC1
  . | -1 | -4
- CN1OC(C)(CC(=O)N2CCCC2)N=C1c1ccc(N(C)C)cc1 (configuration not stated)
  . | 7 | -6
- CCOC(=O)C1CCN(C(=O)c2ccc(CSc3nc(C)cc(N4CCN(C/C=C/c5ccccc5)CC4)n3)cc2)CC1
  1 | 5 | 6
- Cc1cc(C)cc(N2CCn3c2nc2c3c(=O)n(Cc3cc(C)ccc3C)c(=O)n2C)c1
  . | 4 | -4
- CN(C)S(=O)(=O)N1CCC(Oc2cccc(C(=O)N3CCSCC3)c2)CC1
  -4 | -5 | -5
- O=C(CCOCC(F)(F)F)NC(c1cccs1)c1cccs1
  0 | -16 | 4
- CCC(=O)N1c2ccccc2N=C2CC(C)(C)CC(=O)C2C1c1ccc(N(C)C)cc1 (configuration not stated)
  -5 | -7 | -4
- CCOC(=O)c1nc2ccccc2nc1N1CCN(C(=O)c2ccc3c(c2)OCO3)CC1
  -7 | 3 | -3
- Cc1cccc(COC2CCCN(C(=O)c3ccc(F)cc3)C2)c1 (configuration not stated)
  -3 | -8 | 1
- O/N=C1/CCc2nonc2/C1=N/Nc1ccccc1
  . | 4 | -4
- COC(=O)C1=C(C)OC(=O)C1(NC(=O)C1CCCCC1)C(F)(F)F (configuration not stated)
  -5 | 4 | -5
- CC(C)c1ccc(/C=N\NC(=O)CSc2nnc(-c3ccccc3)n2-c2ccccc2)cc1
  . | -6 | -5
- c1ccc2sc(C3CCCCN3)nc2c1 (configuration not stated)
  . | 5&-4 | -2&1
- COc1ccc(C2=NN(C(=O)c3ccc(Nc4nc(-c5ccccc5)c5cc(Cl)ccc5n4)cc3)C(c3cccc([N+](=O)[O-])c3)C2)cc1 (configuration not stated)
  -4 | -1 | -3
- CCOC(=O)C(NC(=O)c1cc2nc(-c3cccs3)cc(C(F)(F)F)n2n1)C(=O)OCC
  -4 | 2 | -2
- CC(=O)Nc1ccc(N2C(=O)CSC2c2c(F)cccc2Cl)cc1 (configuration not stated)
  . | -4 | -6
- CCOc1ccc(-c2cc3c(=O)n(CC(=O)NCc4ccc(Cl)cc4)ccn3n2)cc1
  -8 | 3 | -5
- COc1ccc(CCN(Cc2ccc(C)o2)C(=O)CN(C(=O)Nc2ccccc2C)C2CC2)cc1OC
  0 | -8 | -1
- CC1CN(C)CCC1N(C)S(=O)(=O)c1cc(F)ccc1Cl (configuration not stated)
  . | 5 | -15
- CC(NC(=O)NCCc1cnn(C)c1)C1CCCO1 (configuration not stated)
  . | 4 | -12
- COCCS(=O)(=O)Nc1ccc(Br)c(C)n1
  . | 10 | -10
- Cc1ccccc1-c1nc2ccc(-n3cnnc3)cc2o1
  -11 | 18 | 0
- CC1CN(Cc2csc(NC(=O)c3cccc(Cl)c3Cl)n2)CC(C)O1 (configuration not stated)
  -10 | 13 | -5
- CCc1cccc(OCc2nc(C(=O)NCc3ccc(F)cc3)cs2)c1
  -6 | 21 | -4
- c1ccc(NC2CCCN(Cc3ccc4c(c3)OCCO4)C2)cc1 (configuration not stated)
  . | 4 | -6
- CCCCCCc1ccc(C(=O)N2CCc3nc(-c4ccccc4)nc(N4CC(C)OC(C)C4)c3C2)cc1 (configuration not stated)
  -3 | 0 | -8
- COC(=O)C1=C(SC)N(c2ccccc2)C(c2ccccc2)CC1=O (configuration not stated)
  . | 6 | -6
- CN(C(=O)c1ccccc1)c1ccc(OCC(=O)O)cc1
  . | -1 | -7
- O=C(CC1CCS(=O)(=O)C1)Nc1cnc2n1CCCC2 (configuration not stated)
  . | 14 | -5
- N#CC1C(SCC(=O)N2CCc3ccccc32)=NC2=C(C(=O)CCC2)C1c1cccnc1 (configuration not stated)
  . | 2 | -9
- CN(Cc1cccnc1)C(=O)c1cc(COc2ccc(F)c(F)c2)on1
  . | 13&2 | -3&-2
- O=C(C1CCCO1)N(Cc1ccccc1)c1nc2c(s1)CCCC2 (configuration not stated)
  . | 2&10 | -7&-6
- Cc1noc(CS(=O)(=O)Cc2ccc(Cl)s2)n1
  . | 5 | -2
- CCCC(Nc1cc(C)nc(-c2cccnc2)n1)c1nccn1C (configuration not stated)
  -10 | 15 | -1
- COCCN(CCOC)C(=O)c1ccc(-c2ccc(F)cc2)n1C
  . | 3 | -3
- CC1CN(CC2(CN3CC(C)OC(C)(C)C3)COC2)CC(C)(C)O1 (configuration not stated)
  . | -1 | -6
- COc1ccc(S(=O)(=O)NCC2CCCN(C(=O)c3c(C)noc3C)C2)cc1 (configuration not stated)
  . | -2 | -2
- Cc1ccc(NS(=O)(=O)c2ccc3[nH]cc(C(=O)O)c(=O)c3c2)cc1Cl
  -4 | 0 | -5
- CCCNC(=O)CN1CCN(C(=O)c2cn(C)cc3c(=O)n(-c4ccccc4)nc2-3)CC1
  -7 | -3 | -5
- Cc1cccc2nc(C(=O)NC(C)c3cccc(C(F)(F)F)c3)cn12 (configuration not stated)
  -7 | 14 | -13
- COc1cc(=O)n(-c2ccc(F)cc2)nc1C(=O)N1CCCCC1
  -7 | 11 | -10

Five successive compounds already listed:
Values run as follows: mcGAS lum | NPYLR7 ag | hcGAS lum
- O=C(Nc1ccc2[nH]cc(CCN3CCOCC3)c2c1)c1cccc2c1-c1ccccc1C2=O
  -6 | 8 | -9
- Nc1ccc2nn(-c3ccc(Cl)cc3)nc2c1
  1 | -7 | 3
- CN(C)c1ncccc1CNC(=O)c1cccc2c1NCCC2
  . | 3 | -4
- CCN(Cc1ccc(OC)c(F)c1)C(=O)c1sc2nc(CSC)[nH]c(=O)c2c1C
  . | -2 | 1
- COc1cccc(C(=O)N2CCC(c3nc(C)ccc3C(=O)N3CCC4CCCCC4C3)CC2)c1 (configuration not stated)
  . | 3 | -17

Profiles, quoted from the list.
Entry for `COc1ccc(S(=O)(=O)NCC2CCCN(C(=O)c3c(C)noc3C)C2)cc1` (configuration not stated) → mcGAS lum = .; NPYLR7 ag = -2; hcGAS lum = -2
Entry for `CCCNC(=O)CN1CCN(C(=O)c2cn(C)cc3c(=O)n(-c4ccccc4)nc2-3)CC1` → mcGAS lum = -7; NPYLR7 ag = -3; hcGAS lum = -5
Entry for `Cc1ccc(NS(=O)(=O)c2ccc3[nH]cc(C(=O)O)c(=O)c3c2)cc1Cl` → mcGAS lum = -4; NPYLR7 ag = 0; hcGAS lum = -5
